# High-throughput results as filed in PubChem.
# 697 NFkB inh: inhibitors of the PMA/ionomycin-induced NF-kB reporter in 697 B cells | 697 B-cell NF-kB luciferase reporter, 16 h | inhibition, % at 4 µM | actives 0.33% (n = 330,000) | AID 435022; in the data active means inhibition above about 35%
# Gli-Sufu antag: Gli-Sufu pathway antagonism; inhibition, % at 5 µM; AID 588413; actives 0.74% (n = 340,000); Sufu-KO-LIGHT fibroblasts, Gli luciferase reporter luminescence;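 active means inhibition above about 55%, limit read from the data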;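 further: 0% = DMSO-treated cells and 100% = wells with medium but no cells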
# UBC13 polyUb: blocks human UBC13 polyubiquitin chain formation; P61088; TR-FRET; inhibition, % at 20 µM; actives 0.47% (n = 330,000); in the data active means inhibition above about 45%, passing the limit was not always enough
# Target sequence (P61088 whole entry, looked up): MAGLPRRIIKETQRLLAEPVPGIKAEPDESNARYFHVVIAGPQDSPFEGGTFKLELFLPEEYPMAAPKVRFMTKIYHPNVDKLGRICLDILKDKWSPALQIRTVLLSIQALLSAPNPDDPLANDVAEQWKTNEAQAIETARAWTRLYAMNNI
# SENP8 block: blocks the human protease SENP8; actives 1.2% (n = 330,000); AID 2540; Q96LD8; purified SENP8, Z-RLRGG-aminoluciferin cleavage, luminescence; inhibition, % at 10 µM
# SENP7 block: inhibitors of human SENP7 protease; Q9BQF6; recombinant SENP7, Z-RLRGG-aminoluciferin luminescence, 40 min; inhibition, % at 5 µM; actives 1.5% (n = 330,000); AID 434973;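 active means inhibition above about 50% at the single test dose, limit read from the data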;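 further: plate controls were DMSO with enzyme for no effect and no enzyme buffer wells for full effect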
# Jurkat NFkB inh: inhibitors of the PMA/ionomycin-induced NF-kB reporter in Jurkat cells; PMA/ionomycin-induced NF-kB luciferase reporter, luminescence; inhibition, % at 4 µM; actives 0.53% (n = 330,000); AID 435003
# HKDC1 inhibitor: HKDC1 (human) hexokinase inhibition. actives 0.16% (n = 340,000). inhibition, % at 20 µM. recombinant HKDC1, G6PDH/diaphorase resazurin coupled fluorescence;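 active means inhibition above about 35% when tested at 20 µM, limit read from the data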;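 further: plate controls were DMSO wells with enzyme for no effect and DMSO wells lacking enzyme for full effect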
# Target sequence (Q2TB90 whole entry, looked up): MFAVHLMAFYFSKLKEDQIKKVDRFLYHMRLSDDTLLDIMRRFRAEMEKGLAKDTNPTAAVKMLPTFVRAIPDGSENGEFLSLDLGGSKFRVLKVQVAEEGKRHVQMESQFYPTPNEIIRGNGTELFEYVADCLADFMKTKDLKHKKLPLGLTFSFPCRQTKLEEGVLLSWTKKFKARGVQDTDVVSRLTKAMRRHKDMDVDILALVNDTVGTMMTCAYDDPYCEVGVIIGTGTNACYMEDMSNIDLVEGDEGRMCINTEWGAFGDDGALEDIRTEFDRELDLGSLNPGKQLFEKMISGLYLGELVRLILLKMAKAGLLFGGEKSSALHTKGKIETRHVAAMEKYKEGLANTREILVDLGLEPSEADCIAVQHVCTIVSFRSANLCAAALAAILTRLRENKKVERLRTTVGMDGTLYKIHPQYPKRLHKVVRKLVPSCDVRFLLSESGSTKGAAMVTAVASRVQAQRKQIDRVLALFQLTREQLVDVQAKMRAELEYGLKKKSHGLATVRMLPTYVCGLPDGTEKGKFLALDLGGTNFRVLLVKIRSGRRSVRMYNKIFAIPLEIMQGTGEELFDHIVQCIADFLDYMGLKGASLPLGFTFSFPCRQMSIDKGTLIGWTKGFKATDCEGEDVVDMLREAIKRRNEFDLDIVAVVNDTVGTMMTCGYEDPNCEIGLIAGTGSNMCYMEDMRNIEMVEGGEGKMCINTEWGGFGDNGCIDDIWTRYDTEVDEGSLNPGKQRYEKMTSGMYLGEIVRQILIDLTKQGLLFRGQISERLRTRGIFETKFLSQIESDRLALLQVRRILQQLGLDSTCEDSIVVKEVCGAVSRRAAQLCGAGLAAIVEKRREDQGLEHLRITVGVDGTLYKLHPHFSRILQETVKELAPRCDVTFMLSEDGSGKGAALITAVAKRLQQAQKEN
#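 Test system: recombinant HKDC1 (HK5) hexokinase enzyme, produced in-house / Doses: 20 µM test compound, 1% DMSO / Timing: 90 min, room temperature / Detection: G6PDH/diaphorase-coupled fluorescence, 1 mM NADP, 100 µM resazurin, 525/613 nm / Control set: DMSO wells with and without enzyme mix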
# Apaf1 inhib: blocks human Apaf-1 apoptosome activity; O14727; reconstituted apoptosome caspase-3 activity, DEVD-Rh110 fluorescence; inhibition, % at 20 µM; actives 0.71% (n = 330,000); active means inhibition of at least 40% at 20 µM;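 further: plate controls were DMSO wells for no effect and DEVD-CHO caspase inhibitor wells for full effect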
#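 System: Apoptosome proteins | Medium: Hepes pH 7.5 with detergent and BSA | Also added: Cytochrome c trigger plus (Z-DEVD)2-Rh110 caspase-3 substrate | Incubation: 30 min compound preincubation, 50 min activation, room temperature | Detection: Rhodamine 110 fluorescence at Ex 480/Em 540 nm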
# Numbers without * were called inactive; x = no result given. Unless noted, no stated cut-off is given here; in the data, active means inhibition above about 50%; inactive means the rest.
Structure	697 NFkB inh	Gli-Sufu antag	UBC13 polyUb	SENP8 block	SENP7 block	Jurkat NFkB inh	HKDC1 inhibitor	Apaf1 inhib
O=C(NCc1ccccn1)C(C(=O)c1ccc(F)cc1)n1ccccc1=O (configuration not stated)	16	3	-15	-3	-12	-4	4	3
COCCn1c(SCC(=O)Nc2ccc(NC(C)=O)cc2)nc2c([nH]c3ccccc32)c1=O	12	5	-6	5	-4	-14	-2	-9
CC(C)=CCc1c([C@@H]2CCc3ccc(O)cc3O2)cc2c(c1O)OC(C)(C)C=C2	-19	-11	-18	6	-3	-10	7	-19
Cc1cc(C)nc(/N=C(\N)Nc2ccc(-c3ccccc3)cc2)n1	-38	67*	17	-15	-11	40	20	26
O=C(O)CSc1ccnc2cc(Cl)ccc12	1	6	10	3	9	-8	3	-2
O=C(CCCN1CCC(O)(c2ccc(Br)cc2)CC1)c1ccc(F)cc1	21	7	25	8	1	21	5	1
COc1ccc2c(c1)c1ncn(Cc3ccc(F)cc3)c(=O)c1n2C	9	0	23	-1	7	3	0	8
Cn1nnnc1NCc1cccc(Cl)c1Cl	15	19	-3	5	10	2	-5	-14
Cc1ccoc1C(=O)NCCNc1ccc(Cl)cc1[N+](=O)[O-]	4	2	-77	-1	6	-20	-1	5
COc1cc(C(=O)Nc2cc(C)ccn2)cc(OC)c1OC	-1	7	-4	-15	-1	3	11	-14
O=C(CN1CCOC1=O)N1CCCC(N2CCN(c3cccc(C(F)(F)F)c3)CC2)C1 (configuration not stated)	-1	-3	0	2	-4	-5	-3	-9
CCC1CCC(C(=O)NC(C(=O)NCCc2ccc(S(N)(=O)=O)cc2)C(C)C)CC1 (configuration not stated)	12	3	-2	0	1	1	-6	-1
CCc1noc(C)c1C(=O)OCC(=O)N(CC)c1c(N)n(Cc2ccccc2)c(=O)[nH]c1=O	13	-2	0	-6	2	-2	-3	3
COc1ccccc1C(=O)Nc1ccnn1C1CCN(Cc2cn(C)c3ccccc23)CC1	11	-5	4	-1	-1	34	-2	0
Cc1nn(C)c(=O)n1N(C)c1ncc(C(F)(F)F)cc1Cl	-1	-4	-12	-8	-12	-9	-6	2
COc1cc(/C=N/Nc2ccccc2)ccc1O	17	-2	1	1	-5	-12	13	10
COc1cc2ccccc2cc1C(=O)Nc1ccc(Cl)cn1	-117	-75	4	0	-9	-104	-7	-4
Cc1ccc(NC(=O)Cc2n[nH]c(=O)c3ccccc23)cc1S(=O)(=O)N1CCCCCC1	-13	41	10	7	4	11	6	8
C=CCNC(=O)c1csc(-c2ccccc2)n1	-2	0	1	-5	8	20	-5	4
CCOC(=O)c1c(C)oc2ccc(OCC(=O)N(CC)CC)cc12	-13	3	3	-8	10	-1	-2	4
COC(=O)Cc1cnc(NC(=O)C2C3CCC(C3)C2C(=O)O)s1 (configuration not stated)	4	2	4	-8	-4	-5	-1	-1
COc1cccc(OC)c1OCCCCN1CCCCC1	-16	23	-1	4	2	1	-7	-2
O=C(NCCc1ccccn1)c1cccc(S(=O)(=O)N2CCc3ccccc32)c1	-9	5	18	-1	-5	16	-3	-15
Cc1cc(C(=O)NC2CC(C)(C)Cc3c2cnn3-c2ccc(F)cc2)nn1C (configuration not stated)	-45	14	12	2	-8	2	1	-4
COc1cccc(-n2c(CN3CCN(c4cccc(C)c4)C(C)C3)nc3ccc([N+](=O)[O-])cc3c2=O)c1 (configuration not stated)	-42	4	-17	-1	8	-4	2	18

# 5 of these compounds, set out differently.
# Sequence of screens – 697 NFkB inh, Gli-Sufu antag, UBC13 polyUb, SENP8 block, SENP7 block, Jurkat NFkB inh, HKDC1 inhibitor, Apaf1 inhib
COc1ccccc1C(=O)Nc1ccnn1C1CCN(Cc2cn(C)c3ccccc23)CC1
→ 11, -5, 4, -1, -1, 34, -2, 0
Cc1nn(C)c(=O)n1N(C)c1ncc(C(F)(F)F)cc1Cl
→ -1, -4, -12, -8, -12, -9, -6, 2
COc1cc(/C=N/Nc2ccccc2)ccc1O
→ 17, -2, 1, 1, -5, -12, 13, 10
COc1cc2ccccc2cc1C(=O)Nc1ccc(Cl)cn1
→ -117, -75, 4, 0, -9, -104, -7, -4
Cc1ccc(NC(=O)Cc2n[nH]c(=O)c3ccccc23)cc1S(=O)(=O)N1CCCCCC1
→ -13, 41, 10, 7, 4, 11, 6, 8

# (next part)
Structure	697 NFkB inh	Gli-Sufu antag	UBC13 polyUb	SENP8 block	SENP7 block	Jurkat NFkB inh	HKDC1 inhibitor	Apaf1 inhib
COc1cccc(S(=O)(=O)NCc2ccc(C(=O)Nc3ccc(C)cc3)cc2)c1	-11	5	4	-1	-2	-4	-7	1
COCCCn1c(C(=O)Nc2ccc3c(c2)OCO3)cc2c(=O)n3ccccc3nc21	8	-18	2	6	-2	10	-3	0
O=C(CCc1ccccc1)Nc1nnc(-c2cccs2)o1	9	6	0	4	-2	19	-6	-2
COc1cccc(C2CC(=O)Nc3cc4c(cc32)CCC4)c1 (configuration not stated)	-56	25	-4	-2	7	61*	-5	4
O=C(COc1ccccc1F)Nc1ccccc1C(=O)NC1CC1	-10	-11	-3	2	3	-22	0	-1
O=C(CCC(=O)NNC(=O)COc1ccccc1)NCc1ccccc1	3	9	1	0	1	1	-9	-16
Cc1[nH]c2ccc(C(=O)NCCCN3CCOCC3)cc2c1C	8	3	2	2	5	-4	-3	2
O=C(CCS(=O)(=O)c1ccc(Cl)cc1)Nc1ccc(N2CCOCC2)cc1	-4	-4	18	-7	-5	11	1	-10
COc1ccccc1NS(=O)(=O)c1ccc2[nH]c(=O)[nH]c2c1	-1	4	-7	4	5	-8	-1	-2
Cc1cccc(/C=C2/C(=O)/C(=C/c3ccccc3C)C3CCC2N3C)c1 (configuration not stated)	-16	-7	-6	0	-5	12	-6	4
Cc1nnc(SC(C)C(=O)Nc2ccc3c(c2)OCCO3)s1 (configuration not stated)	-27	-1	-10	-5	-6	-15	-5	-21
COc1ccc(N2CCN(C(=O)CCS(=O)(=O)c3ccc(C)cc3)CC2)cc1	-2	6	-4	0	5	1	-4	16
C=C(C)CSc1nnc(-c2cc(OC)c(OC)c(OC)c2)n1N	16	3	-5	-2	8	-11	-7	-3
CCN(c1ccccc1)S(=O)(=O)c1ccc(Cl)c(NC(=O)CSc2n[nH]c(N)n2)c1	8	-3	-12	-10	-6	6	-5	3
CC(=O)N/N=C/c1cc(C)n(-c2ccc(Br)cc2)c1C	4	5	5	-6	-10	4	-7	-9
O=C(Nc1ccccc1-c1ccccc1)c1cccs1	6	-8	-1	-4	7	13	-11	12
COc1ccc(N2CCN(CCNC(=O)CCN3C(=O)COc4ccccc43)CC2)cc1	7	1	0	1	8	5	4	-26
Cc1cc(C)n(CCC(=O)N2c3ccccc3CC2C)n1 (configuration not stated)	-6	-1	-1	-5	9	2	-3	4
CCOC(=O)C(CC)Sc1nnc2cc(C)c3ccccc3n12 (configuration not stated)	8	-5	-3	4	2	6	-2	5
COc1ccc(C(=O)OCC(=O)c2ccc(F)cc2)cc1OC	-18	-6	-1	1	4	-16	-5	10
CCCCCn1c(=O)[nH]c2cc(C(=O)NCc3ccc4c(c3)OCO4)ccc2c1=O	14	12	-5	2	5	7	-5	-4
COc1ccc(CN2CCNC(=O)C2CC(=O)NC2CC(C)(C)CC(C)(C)C2)cc1OC (configuration not stated)	-3	12	7	-9	1	4	-1	5
CON(C)C(=O)C[C@@H]1C[C@H](OC(=O)c2ccc([N+](=O)[O-])cc2)CN1C(=O)OC(C)(C)C	10	-8	0	2	-10	0	-5	9
CC(NS(=O)(=O)c1ccc(F)cc1)C(c1cccs1)N1CCOCC1 (configuration not stated)	6	4	-1	1	-2	1	-7	4
CC(=O)NC(Cc1cccc(C)c1)C(=O)NC1CCN(S(=O)(=O)c2ccccc2)CC1 (configuration not stated)	6	-2	6	0	-2	-5	-4	2
O=C(NC1CCCC1)C1(c2ccccc2)CCN(S(=O)(=O)c2ccccc2)CC1	4	3	-3	3	-5	-6	-3	17
O=Cc1ccc(Oc2ncccn2)cc1	3	4	-5	-11	-5	12	-2	-6
CCOC(=O)C1CCN(C(=O)/C=C/c2cc(OC)c(OC)c(OC)c2)CC1	15	6	5	2	13	-4	-6	-7
Cc1sc2ncnc(N3CCCCC3C)c2c1C (configuration not stated)	-75	19	0	-1	-16	0	0	15
CCN(CCCNC(=O)C1CCC(=O)N1Cc1ccc(C)cc1)c1cccc(C)c1 (configuration not stated)	-7	27	0	-10	-4	57*	-2	14
c1ccc(N2CCN(C3CCSC3)CC2)cc1 (configuration not stated)	-20	-22	-3	3	8	-15	-2	2
Cc1cc(O)c(C(C)C)cc1C1(c2cc(C(C)C)c(O)cc2C)OC(=O)c2ccccc21	-16	2	-13	-7	-5	8	3	34
C[C@H](NC(=O)c1ccccc1)C(=O)OCC(=O)Nc1sccc1C(N)=O	21	2	-1	0	4	2	-2	-7
C/C(=N\NC(N)=S)C1(C)CCCCC1	13	15	-7	1	8	5	11	15
COc1ccc(CCC(=O)NCCS(=O)(=O)N2CCN(c3ccccc3F)CC2)cc1	13	-5	2	-11	2	4	-1	11
COc1ccc2cnn(-c3ccc(OC(F)(F)F)cc3)c(=O)c2c1OC	-25	-13	2	-10	-8	-18	-1	-49
O=C(OCC(=O)N1CCN(c2ccccc2)CC1)c1ccc(Cl)cc1[N+](=O)[O-]	-4	-6	-1	-6	7	-3	-3	14
Brc1ccc(-c2nc(-c3ccccc3)no2)o1	-128	-110	-6	85*	92*	-147	11	14
CCCNC(=O)c1ccccc1NC(=O)c1ccc2c(=O)n3c(nc2c1)CCC3	-9	96*	3	4	11	-6	3	10
COc1cc(NC(=O)C2CCCN2S(=O)(=O)c2ccc3c(c2)CC(C)N3C(C)=O)cc(OC)c1 (configuration not stated)	12	47	2	-5	0	-10	-1	-4
CC1(C(=O)Nc2nccs2)Cc2ccccc2C(=O)O1 (configuration not stated)	12	5	4	8	0	11	-7	-18
Cn1cc(/C=C(\C#N)C(=O)Nc2cccc([N+](=O)[O-])c2)c2ccccc21	24	-1	-13	10	4	-5	4	-6
Cc1cccc(-n2c(C)cc(/C=C3\NC(=O)NC3=O)c2C)c1	-10	-51	-1	-12	1	-4	3	10
Cc1cc(C)c(S(C)(=O)=O)c(Sc2ccc(Cl)cc2)n1	-14	25	-8	-7	-2	12	-3	18
Cc1ccc(CC(=O)Nc2ccc(C(=O)N3CCCCC3)cc2)cc1	-11	5	-3	-7	10	-12	0	9
CC(C)N(C(=O)[C@H]1C[C@H](CC(=O)NCCN2CCOCC2)C(=O)N2CCc3c([nH]c4cc(-c5ccco5)ccc34)[C@]12C)C(C)C	15	-18	x	x	3	x	-7	23
O=C(COc1ccc2ccccc2c1)N/N=C/c1ccccn1	0	-13	-11	-13	-11	-9	6	10
Cc1cc(CC(=O)O)c(C)cc1CC(=O)O	9	-42	-2	1	1	-1	-7	-7
O=C(CN1CCCCCC1)N/N=C/c1ccc(Cl)c(Cl)c1	8	9	5	6	3	-3	-13	2
O=C(NC1CCCCCC1)C1CCN(S(=O)(=O)c2ccc(F)cc2)CC1	12	4	5	-9	-10	9	-6	-21
COc1ccc(-c2nc(C#N)c(N3CCN(c4cccc(Cl)c4)CC3)o2)cc1OC	13	0	-7	-8	13	-6	6	-8
COC(=O)c1cc(C(=O)OC)cc(N2C(=O)CC(NNC(=O)c3ccc(C)cc3)C2=O)c1 (configuration not stated)	14	-12	-8	-11	-9	-5	5	-7
CCc1nnc(NC(=O)c2oc3ccccc3c2COC(C)C)s1	4	5	-2	-3	4	-9	-5	7

# Outcome played no part in choosing rows, and some 3.6% of all compounds hit somewhere here.
